Screening results (PubChem)
GlmU inhibition = inhibition of mycobacterial GlmU enzyme – biochemical, glucosamine-1-phosphate acetyltransferase (AID 1376) | M. tuberculosis GlmU acetyltransferase enzyme assay; higher % means a stronger effect | inhibition, %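 (tested at 30 µM in the primary screen)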; hits with a dose series show IC50 in µM | 220,000 tested, 0.25% active; in the data active = inhibition above about 13%; inconclusive = no clear call, values can overlap the other calls;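 also: 0% = complete reaction with vehicle and 100% = reaction without substrate; strong numbers were not always called active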
Mtb RmlCD inh = M. tuberculosis RmlC/RmlD inhibition. P9WH09+P9WH11. RmlC+RmlD coupled enzyme assay, percent inhibition; primary screen in compound mixtures. inhibition, % at 3.6 µM. 160,000 tested, 0.03% active. AID 1533; in the data active = inhibition mostly above about 34%, no sharp cut-off; inconclusive = no clear call, values can overlap the other calls; inactive = mostly below about 22%; also: some results filed as inactive read as strong as hits
Target sequence (P9WH09 whole entry, looked up): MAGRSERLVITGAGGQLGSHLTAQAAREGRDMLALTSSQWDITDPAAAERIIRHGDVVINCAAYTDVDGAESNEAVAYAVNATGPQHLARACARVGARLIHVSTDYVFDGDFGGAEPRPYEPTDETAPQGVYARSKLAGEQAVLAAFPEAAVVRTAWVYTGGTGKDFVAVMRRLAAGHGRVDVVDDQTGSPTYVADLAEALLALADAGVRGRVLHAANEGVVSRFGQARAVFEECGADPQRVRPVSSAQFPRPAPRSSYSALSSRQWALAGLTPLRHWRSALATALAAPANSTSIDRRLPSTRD
Target sequence (P9WH11 whole entry, looked up): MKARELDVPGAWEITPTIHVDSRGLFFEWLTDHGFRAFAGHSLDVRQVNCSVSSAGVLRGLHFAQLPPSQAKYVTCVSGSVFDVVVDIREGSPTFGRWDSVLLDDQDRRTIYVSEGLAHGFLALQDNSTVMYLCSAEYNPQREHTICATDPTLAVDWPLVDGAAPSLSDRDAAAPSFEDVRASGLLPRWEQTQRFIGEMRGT
* hit, by the source's call; u = inconclusive; x = no result given. This is a subset; the hit share may differ from the screen's.

| Molecule | GlmU inhibition | Mtb RmlCD inh |
| --- | --- | --- |
| S=C(Nc1cccc(Cl)c1Cl)N1CCC2(CC1)OCCO2 | -1.8% | -4 |
| COc1cccc(/C=N/Nc2nccnc2Cl)c1O | -1.6% | 6 |
| CCCn1c(=O)[nH]c(=O)c2c1nc(-c1ccc(OC(F)F)cc1)n2CCN1CCOCC1 | 2.9% | 15 |
| O=C1NC(=O)N(c2ccccc2)C(=O)/C1=C\c1ccc2c3c(cccc13)CC2 | 0.6% | -1 |
| COc1ccc(-c2nn(-c3ccccc3)cc2/C=C/C(=O)N2CCN(c3ccccn3)CC2)cc1 | -4.9% | 1 |
| COc1ccc(C(=O)Nc2ccc(-n3nncc3C(C)(C)C)cc2)cc1 | 2.0% | -2 |
| COc1cc(OC)c(S(=O)(=O)Nc2ccccc2NC(=O)CN2CCOCC2)cc1NC(C)=O | 0.5% | -13 |
| Cc1cccc(N2CC(C(=O)Nc3ccc(S(=O)(=O)N4CCOCC4)cc3)CC2=O)c1 (stereo not given) | -2.1% | 7 |
| O=C(CNC(=O)c1ccc(F)cc1)N/N=C/c1cc(Br)ccc1OCc1ccccc1 | -1.5% | -7 |
| CC(C)c1ccc(C(=O)Nc2ccc(N3CCOCC3)cc2)cc1 | -4.4% | x |
| Cc1cc(SCC(=O)NCCN2C(=O)CSC2=O)nc2c(C)cccc12 | 4.9% | 1 |
| CCn1c(SCC(=O)NC(C)(C)C)nnc1-c1ccoc1C | 1.5% | -9 |

| Molecule | GlmU inhibition | Mtb RmlCD inh |
| --- | --- | --- |
| Cc1ccc2nc(NC(=O)c3ccc(Cl)s3)sc2c1 | 2.6% | x |
| C=CCn1c(O)c(C=NC2CCN(Cc3ccccc3)CC2)c(=O)[nH]c1=O | -0.4% | -5 |
| COc1cc(/C=C2/C(=N)N3OC(C)=CC3=NC2=O)ccc1OCCOc1ccc(C)cc1 | -0.2% | x |
| c1ccc(C2=Nc3cccc4cccc(c34)N2)cc1 | -4.0% | 9 |
| COc1ccccc1Cc1nc2ccccc2n1S(=O)(=O)c1ccc(Cl)cc1 | 2.6% | x |
| CC(=O)N1CCc2cc(S(=O)(=O)CCC(=O)NCc3ccco3)ccc21 | 0.2% | -3 |
| O=C(O)CCCCCNCc1ccncc1 | 0.0% | 1 |
| CC1Cc2ccccc2N1C(=O)CSc1nnc(Cn2nnc3ccccc32)n1C (stereo not given) | 1.5% | 1 |
| Cc1ccc(C(C)C)c(OCc2nnc(SCC(=O)Nc3ncc(C)s3)n2C)c1 | -5.1% | -9 |
| CC1=C(C(N)=O)C(c2ccccn2)n2nc(SCc3ccccc3)nc2N1 (stereo not given) | 0.8% | x |
| CCC(C)Nc1c([N+](=O)[O-])cc(C)cc1[N+](=O)[O-] (stereo not given) | x | -5 |
| CN(C)c1ccc(/C=N/NC(=O)Cn2nnc3ccccc32)cc1 | -1.3% | x |

| Molecule | GlmU inhibition | Mtb RmlCD inh |
| --- | --- | --- |
| CCc1ccc(Oc2coc3cc(OC(=O)c4cc5ccccc5oc4=O)ccc3c2=O)cc1 | 2.6% | -10 |
| CC(=O)NC(CCS(C)(=O)=O)C(=O)Nc1ccc(F)cc1Cl (stereo not given) | x | 3 |
| Cc1cc(C)cc(Oc2nc3c(C)cccn3c(=O)c2/C=C(\C#N)C(=O)NC2CCS(=O)(=O)C2)c1 (stereo not given) | -0.3% | -2 |
| O=C(CSc1nc2ccccc2s1)Nn1cnnc1 | -0.2% | -8 |
| Cc1[nH]n(-c2ccccc2)c(=O)c1C(c1cccc([N+](=O)[O-])c1O)c1c(C)[nH]n(-c2ccccc2)c1=O | 3.7% | -10 |
| O=C(Cn1cnc2c(nnn2Cc2ccc(Cl)cc2)c1=O)NCC1CCCO1 (stereo not given) | 1.1% | 8 |
| Cc1oc(/C=N/NC(=O)CC2(C)OCCO2)cc1Br | 5.3% | 2 |
| Cc1ccc(N2CC(C(=O)Nc3ccc4c(c3)OCO4)CC2=O)cc1 (stereo not given) | 0.1% | -10 |
| CCN(CC)CC(=O)Nc1c(C)cc(C(C)(C)C)cc1C | 1.9% | -13 |
| COc1ccc(-c2nnc(SCC(=O)Nc3cc(F)ccc3C)o2)cc1 | -1.0% | x |
| O=C(N/N=C/C1CC=CCC1)c1ccc(Cl)cc1O (stereo not given) | 0.6% | 19 |
| CC[C@H](C)/C=C/C1=CC2=C(Cl)C(=O)[C@@]3(C)OC(=O)C(C(=O)[C@H](C)[C@@H](C)O)=C3C2=CO1 | -0.7% | x |

Reprinted from the part before: 5 entries, followed by the next part.
| Molecule | GlmU inhibition | Mtb RmlCD inh |
| --- | --- | --- |
| Cc1ccc(N2CC(C(=O)Nc3ccc4c(c3)OCO4)CC2=O)cc1 (stereo not given) | 0.1% | -10 |
| CCN(CC)CC(=O)Nc1c(C)cc(C(C)(C)C)cc1C | 1.9% | -13 |
| COc1ccc(-c2nnc(SCC(=O)Nc3cc(F)ccc3C)o2)cc1 | -1.0% | x |
| O=C(N/N=C/C1CC=CCC1)c1ccc(Cl)cc1O (stereo not given) | 0.6% | 19 |
| CC[C@H](C)/C=C/C1=CC2=C(Cl)C(=O)[C@@]3(C)OC(=O)C(C(=O)[C@H](C)[C@@H](C)O)=C3C2=CO1 | -0.7% | x |
| O=C1C(=O)c2ccccc2C(O)=C1CCCCl | 12% | 6 |
| O=C(Nc1cccc([N+](=O)[O-])c1)c1cccc(C(=O)Nc2cccc([N+](=O)[O-])c2)c1 | -1.3% | -5 |
| O=C(Nc1nnc(C2CC2)s1)c1ccccn1 | 6.9% | -5 |
| CC1(C)CC(=O)c2cc(C(=O)N3CCCC(C)(C)C3)c(=O)n(-c3ccccc3)c2C1 | 1.1% | x |
| COc1ccc(NC(=O)CN2C(=O)c3cccc4cccc2c34)cc1OC | -9.4% | -6 |
| Cn1c(SCC(=O)NNC(=O)Cc2ccccc2)nnc1-c1ccc(Cl)cc1 | 2.0% | 7 |
| N/C(CC(=O)Nc1ccc(F)cc1)=N\O | -4.2% | 5 |
| CC(C)c1ccc(C2C(C#N)=C(N)Oc3c2oc(CO)cc3=O)cc1 (stereo not given) | -3.4% | 9 |
| O=C(NC1CCCCC1)n1c(=O)oc2ccc(Cl)cc21 | 4.5% | x |
| CC(=O)Nc1nc(-c2ccc3c(c2)CCN3S(C)(=O)=O)cs1 | 2.1% | 4 |
| COc1ccc(CC(=O)OCC(=O)Nc2ccc(N3CCOCC3)cc2)cc1 | x | -2 |
| Cc1cc(C)cc(Nc2nc(-c3ccc(S(=O)(=O)N4CCCC4)cc3)cs2)c1 | 4.9% | 1 |

| Molecule | GlmU inhibition | Mtb RmlCD inh |
| --- | --- | --- |
| c1ccc(Nc2ncnc3c2oc2ccccc23)cc1 | 0.5% | x |
| Cc1ccc(C)c(OCC(=O)Nc2ccc(S(=O)(=O)Nc3ccccn3)cc2)c1 | -7.1% | 14 |
| COc1ccccc1OCC(=O)Nc1cc(Cl)ccc1Oc1ccccc1 | 1.2% | 38 |
| CCOC(=O)c1ccc(NC(=O)N2CCN(CCc3ccccc3)CC2)cc1 | -0.5% | 0 |
| CCOC(=O)C1CCCN(CC(=O)/C=C2/N(C)c3ccccc3C2(C)C)C1 (stereo not given) | 0.6% | 18 |
| O=C(CSc1nnnn1-c1ccc2c(c1)CCC2)Nc1ccc2c(c1)OCCO2 | 4.9% | x |
| NC(=O)CSCc1ccc(Br)cc1 | -0.4% | 7 |
| Cc1sc2c(c1C)C(O)=C(C(=O)Nc1ccccc1)S(=O)(=O)N2C | -2.1% | x |
| CCC(=O)N(Cc1c(C)nn(-c2ccccc2)c1Cl)c1ccc(Cl)cc1 | 1.5% | x |
| N#Cc1ccc(-c2cccnc2)nc1SCC(=O)c1ccccc1 | 0.6% | 1 |
| O=S(=O)(c1ccc(Br)cc1)N1CCN(c2cc(-c3ccccc3)nc3ncnn23)CC1 | 1.8% | -6 |
| CCC(CC)NC(=O)CC(c1ccccc1)c1ccccc1 | -2.5% | 16 |

| Molecule | GlmU inhibition | Mtb RmlCD inh |
| --- | --- | --- |
| COc1ccc(S(=O)(=O)NNC(=O)c2ccccc2-n2cccc2)cc1 | 0.2% | x |
| O=C(NCc1ccccc1)C12CN(Cc3ccccc3)CC1C(c1ccc([N+](=O)[O-])cc1)=NO2 (stereo not given) | 2.4% | 12 |
| O=C(Cn1cncn1)N/N=C/c1ccccc1Cl | 3.9% | 3 |
| COc1cccc(CCC(=O)O)c1OC | 2.0% | 10 |
| CN1CCN(C(=S)c2cn(Cc3ccc(F)cc3)c3ccccc23)CC1 | -1.6% | u |
| CCN(C(=O)COC(=O)c1cc(-c2ccccc2)nc2c1c(C)nn2-c1ccc(C)cc1)C1CCS(=O)(=O)C1 (stereo not given) | -4.6% | 3 |
| COc1ccc(-c2nnc(SCC(=O)NCc3cccs3)n2C)cc1 | 1.8% | x |
| O=C(NCC1CCCO1)c1ccccc1-c1nc(-c2ccccc2Cl)no1 (stereo not given) | 2.3% | 4 |
| COc1cc(C2c3c(oc4ccccc4c3=O)C(=O)N2Cc2cccnc2)cc(OC)c1OC (stereo not given) | 0.7% | -6 |
| O=C(NCCOc1ccccc1)c1cc(C(=O)NCCOc2ccccc2)cc([N+](=O)[O-])c1 | 1.6% | 8 |
| COc1ccc(/C=C2/CCc3ccccc3C2=O)cc1OC | 1.4% | 8 |
| COc1ccccc1OCC(=O)NCCC1=CCCCC1 | -0.1% | x |

| Molecule | GlmU inhibition | Mtb RmlCD inh |
| --- | --- | --- |
| COc1ccc(CN2C(=O)NC3(CCCC3)C2=O)cc1F | 1.5% | -5 |
| Cc1cccc(OCc2nc(C#N)c(N3CC(C)CC(C)C3)o2)c1 (stereo not given) | -4.9% | 33 |
| O=C1CC(N2CCOCC2)C(=O)N1CCc1ccccc1 (stereo not given) | -3.9% | -3 |
| CCOc1ccc(C2C3=C(Nc4nc(N)[nH]c(=O)c42)c2ccccc2C3=O)cc1 (stereo not given) | 1.0% | 10 |
| Cc1cc(-c2ccc(Cl)cc2)n2ncnc2n1 | 17% | 1 |
| CCOc1ccc(-n2c(=O)[nH]c3sc4c(c3c2=O)CCCC4)cc1 | -1.1% | -5 |
| COc1ccc(C2=C(C)CC(C)(C)NC2=O)cc1OC | -4.5% | x |
| COc1ccc(NC(=O)COC(=O)CCCc2c[nH]c3ccccc23)cc1 | 3.4% | x |
| Cc1ccccc1N(CC(=O)NCCSC1CCCCC1)S(=O)(=O)c1ccccc1 | 4.9% | x |
| CCS(=O)(=O)c1ccc2oc(SCC(=O)NCCc3ccc(F)cc3)nc2c1 | -4.5% | x |
| O=C(NC1CCS(=O)(=O)C1)c1c(NC(=O)C2COc3ccccc3O2)sc2c1CCCC2 (stereo not given) | -1.7% | 7 |
| Cc1ccc(-c2ccc(NC(=O)C3C4C=CC(C4)C3C(=O)O)cc2)o1 (stereo not given) | 2.5% | x |

| Molecule | GlmU inhibition | Mtb RmlCD inh |
| --- | --- | --- |
| C=CCOC(=O)CN1C(=O)c2ccccc2C1=O | 4.6% | 2 |
| Cc1ccccc1OCc1n[nH]c(=S)n1-c1ccccc1 | -2.9% | x |
| Cc1nnc(SCC(=O)c2cc(C)n(-c3c(C)n(C)n(-c4ccccc4)c3=O)c2C)s1 | 2.0% | 11 |
| COc1ccc(OC(C)c2nnc(N)s2)cc1 (stereo not given) | -1.8% | -7 |
| N#CC1=C(SCC(=O)c2cc3ccccc3oc2=O)NC(=O)C(C#N)C12CCCC2 (stereo not given) | 1.3% | 6 |
| COc1ccc(Cc2nn3c(Cn4nnc5ccccc54)nnc3s2)cc1 | -1.8% | 11 |
| Cc1cc(NC(=O)OC(C)C)ccc1-c1ccc(NC(=O)OC(C)C)cc1C | 3.3% | -4 |
| COc1cccc(CN(C(=O)c2cc3ccccc3oc2=O)C2CC2)c1 | 5.4% | x |
| COc1cccc(NC(=O)CCS(=O)(=O)c2cccs2)c1 | -2.8% | x |
| NC(=O)COc1ccc(-n2cnnn2)cc1 | -2.7% | -1 |
| CCCN(CCC)C(=O)Cn1c(=O)n(CCCCC(=O)NC2CCCC2)c(=O)c2ccccc21 | 3.7% | 7 |
| CCOc1ccc(Nc2ncnc(N)n2)cc1 | -3.0% | x |

| Molecule | GlmU inhibition | Mtb RmlCD inh |
| --- | --- | --- |
| CC(C)C(=O)Nc1nnc(CCc2nnc(NC(=O)C(C)C)s2)s1 | 4.6% | 20 |
| Cc1ccc(-c2n[nH]c(=S)n2/N=C/c2c(C)[nH]n(-c3ccccc3)c2=O)cc1 | 0.5% | 8 |
| CCOC(=O)C(O)(c1ccc(NC(=O)NC)cc1)C(F)(F)F (stereo not given) | 1.3% | -1 |
| O=C(NC12CC3CC(CC(C3)C1)C2)N1CCN(C(=O)c2ccco2)CC1 | 0.1% | -12 |
| Cc1ccc(NC(=O)c2sc(N)nc2-c2ccc([N+](=O)[O-])cc2)cc1C | x | 10 |
| CCOC(=O)c1c(-c2ccccc2)csc1/N=C/C1C(=O)CCCC1=O | -4.0% | x |
| O=C(CCc1ccc(Oc2cc([N+](=O)[O-])cc([N+](=O)[O-])c2)cc1)N1CCCCCC1 | -0.7% | x |
| CC(=O)Oc1c(C)c(OC(C)=O)c2c(c1C(C)=O)OC1CC(=O)C(C(C)=O)=C(O)C21C (stereo not given) | 1.8% | 4 |
| COC(=O)c1c(NC(=O)C2CC(=O)NN2Cc2ccccc2)sc(C)c1C (stereo not given) | 2.5% | x |
| CCn1c(C(=O)N2CCCC(C(=O)NCCCc3ccccc3)C2)cc2sccc21 (stereo not given) | 4.6% | x |
| Cc1ccc2nc(-c3ccc(NC(=O)COC(=O)c4ccc(=O)[nH]c4)cc3)sc2c1 | -5.3% | 26 |
| Cc1cc(-c2ccccc2)nc(N(C)NC(=O)C2CC2)c1S(C)(=O)=O | -2.5% | -22 |
| O=C(NC(=S)Nc1cc(S(=O)(=O)N2CCOCC2)ccc1N1CCOCC1)c1ccco1 | 1.2% | 2 |
